Bioassay records from PubChem BioAssay.
OPRM1-OPRD1 ag: OPRM1-OPRD1 heterodimerization agonism. AID 504326. activation, % at 9.3 µM. P35372+P41143. 340,000 tested, 0.3% active. cells, luminescence; in the data active = activation above about 18%;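 note: 0% = vehicle-treated cells and 100% = reference agonist; values of inactives mirror those of a sister screen read the other way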
PKA-R2B act: activators of human PKA-R2B complex; P22694+P31323; PKA-R2B holoenzyme dissociation, Cy5-IP20 fluorescence polarization; R2B truncated from residue 108, S112A mutant; 0% DMSO only, 100% 113 µM cGMP; activation, % at 11.4 µM; 340,000 tested, 0.079% active; AID 504700;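 active = activation above a cutoff set at the mean over all compounds plus 3 SD, cut at about 18% in these data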;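 note: higher means more holoenzyme dissociation and a rise in polarization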
Target sequence (P31323 whole entry, looked up, other chains not shown, the tested form may be a part): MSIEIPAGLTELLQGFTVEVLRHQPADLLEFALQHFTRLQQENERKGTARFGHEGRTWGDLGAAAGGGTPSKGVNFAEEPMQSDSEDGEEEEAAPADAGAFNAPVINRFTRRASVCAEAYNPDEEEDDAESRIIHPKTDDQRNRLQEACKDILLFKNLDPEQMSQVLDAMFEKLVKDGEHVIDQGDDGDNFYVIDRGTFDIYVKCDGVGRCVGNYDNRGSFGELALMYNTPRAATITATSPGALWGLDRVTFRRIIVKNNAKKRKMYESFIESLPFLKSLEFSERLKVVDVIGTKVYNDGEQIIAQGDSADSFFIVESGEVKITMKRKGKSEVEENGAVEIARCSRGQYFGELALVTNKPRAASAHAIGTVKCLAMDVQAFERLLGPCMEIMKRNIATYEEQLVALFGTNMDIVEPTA
MOR-DOR inv ag: mu-delta opioid heterodimer inverse agonism. P35372+P41143. cell-based MOR-DOR heterodimer luminescence. inhibition, % at 9.3 µM. 340,000 tested, 0.21% active. AID 504357; in the data active = inhibition above about 22%, passing the limit was not always enough;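 note: 0% = cells with DMSO and 100% = wells without cells with DMSO; values of inactives mirror those of a sister screen read the other way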
SUMO Mot1 rescue: SUMOylation pathway inhibition by Mot1-301 growth rescue. 320,000 tested, 1% active. S. cerevisiae Mot1-301 growth rescue, ATP luminescence, 38.5C; percent above DMSO median, 100 means doubled. growth rescue, % at 18.8 µM;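 active = every valid replicate shows activation above 250% relative to neutral control wells; inactive = the rest, any valid replicate at or below 250%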;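 note: OY570 slx delta 5 strain wells were the positive control but not used for scaling; some compounds called inactive have numbers as strong as hits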
phage Ecoli inh: E. coli growth loss with phage present; 360,000 tested, 0.26% active; inhibition, % at 11.9 µM; growth absorbance; in the data active = inhibition above about 11%
Tat transport: blocks Tat-dependent protein export in E. coli. 340,000 tested, 0.036% active. E. coli MC4100 TorA-mCherry Tat export, fluorescence. inhibition, % at 10 µM. AID 488895;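 active = mean replicate inhibition at least 50% and at least half of replicates individually reaching 50%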;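 note: exported cargo escapes ClpAP degradation while cytoplasmic cargo is degraded and loses fluorescence; 0% = median of neutral control wells and 100% = median of NaSCN control wells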
PfHsp90 yeast 2: reduces growth (ATP signal) of yeast expressing P. falciparum Hsp90 | S. cerevisiae expressing PfHsp90, BacTiter-Glo ATP, 48 h; yeast lacking PDR1 and PDR3 efflux regulators | 310,000 tested, 0.32% active | inhibition, % at 9.4 µM;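 active = every replicate shows inhibition above about 80%, whatever the replicate mean, limit read from the data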;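 note: 0% = DMSO neutral controls and 100% = 20 µM radicicol positive controls; yeast relying on Plasmodium falciparum Hsp90 in place of its own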
HTR5A inv ctr: HTR5A inverse agonism, opioid heterodimer counter-screen; HTR5A cell line, luminescence; inhibition, % at 9.3 µM; 340,000 tested, 0.083% active; in the data active = inhibition mostly above about 23%, no sharp cut-off; inactive = mostly below about 18%;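 note: 0% = cells with DMSO and 100% = no-cell wells with DMSO; some compounds called inactive have numbers as strong as hits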
Target sequence (P47898 whole entry, looked up): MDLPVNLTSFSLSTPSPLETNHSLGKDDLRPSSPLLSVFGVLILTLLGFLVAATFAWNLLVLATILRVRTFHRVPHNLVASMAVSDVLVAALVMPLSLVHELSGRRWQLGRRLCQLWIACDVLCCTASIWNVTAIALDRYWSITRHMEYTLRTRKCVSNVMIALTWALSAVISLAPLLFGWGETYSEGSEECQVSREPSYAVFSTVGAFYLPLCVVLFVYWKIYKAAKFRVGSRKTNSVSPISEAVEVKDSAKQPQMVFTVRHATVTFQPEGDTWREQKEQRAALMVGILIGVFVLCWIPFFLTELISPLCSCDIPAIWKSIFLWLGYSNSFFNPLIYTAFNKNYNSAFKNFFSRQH
Ecoli viability: bacterial growth inhibition, counter-screen for AddAB inhibitors | 330,000 tested, 0.27% active | AID 449728 | inhibition, % at 11.9 µM | E. coli V3065 growth, OD600 absorbance, 18 h;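 active = inhibition above the campaign's mean inhibition across all tested compounds plus 3 SD, cut at about 9.9% in these data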;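 note: uninfected addAB+ strain grown without phage in ampicillin broth; 0% = DMSO wells and 100% = ciprofloxacin 0.95 µg/ml wells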
AddAB inh: less growth of phage-infected E. coli with AddAB; AID 435030; inhibition, % at 11.9 µM; 330,000 tested, 0.29% active; E. coli expressing H. pylori AddAB, absorbance growth; in the data active = inhibition above about 12%;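 note: 0% = vehicle wells of infected cells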
PKA-R1A act: activators of PKA-R1A complex | PKA-R1A dissociation, Cy5-IP20 fluorescence polarization; scaled: DMSO 0%, 113 µM cGMP 100% | AID 504707 | activation, % at 11.4 µM | 340,000 tested, 0.083% active | P00514+P68181;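 active = percent activation above the mean of all tested compounds plus 3 SD, cut at about 19% in these data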;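 note: higher means more PKAc released from R1A so a rise in polarization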
The depositor's hits bear a star.

For O=C(c1cc(COc2ccc(F)cc2Cl)on1)N(Cc1ccncc1)CC1CCCO1 (stereo not drawn) the results were OPRM1-OPRD1 ag -1.8, PKA-R2B act -9, MOR-DOR inv ag 9, SUMO Mot1 rescue -2, phage Ecoli inh 3.9, Tat transport -3, PfHsp90 yeast 2 1, HTR5A inv ctr -4, Ecoli viability 0.0, AddAB inh -0.7 and PKA-R1A act -5.
O=C(Nc1ccc(N2CCOCC2)cc1)Nc1ccc2nsnc2c1 was read as OPRM1-OPRD1 ag -1.9, PKA-R2B act -4, MOR-DOR inv ag 9, SUMO Mot1 rescue -8, phage Ecoli inh 6.3, Tat transport 1, PfHsp90 yeast 2 13, HTR5A inv ctr -1, Ecoli viability 1.7, AddAB inh 3.8 and PKA-R1A act -3.
Screening COc1ccc(NC(=O)CSc2nnc(-c3ccccc3)n2N)cc1 returned OPRM1-OPRD1 ag -2.1, PKA-R2B act 1, MOR-DOR inv ag 12, SUMO Mot1 rescue 223, phage Ecoli inh 2.1, Tat transport 0, PfHsp90 yeast 2 7, HTR5A inv ctr 8, Ecoli viability 1.9, AddAB inh 4.6 and PKA-R1A act 14.
CCn1ncc(C2=NOC(C(=O)NCc3ccc(OC)cc3)C2)c1C (stereo not drawn) was read as OPRM1-OPRD1 ag 0.3, PKA-R2B act 4, MOR-DOR inv ag -2, SUMO Mot1 rescue -1, phage Ecoli inh 1.9, Tat transport 13, PfHsp90 yeast 2 4, HTR5A inv ctr -22, Ecoli viability -0.4, AddAB inh -0.5 and PKA-R1A act 2.
For O=C(CN1C(=O)NC2(CCCCC2)C1=O)N1CCN(C(=O)c2cccs2)CC1 the results were OPRM1-OPRD1 ag -3.9, PKA-R2B act 7, MOR-DOR inv ag 15, SUMO Mot1 rescue 104, phage Ecoli inh 0.1, Tat transport -1, HTR5A inv ctr 8, Ecoli viability -1.3, AddAB inh -0.4 and PKA-R1A act -11.
Screening CN(C(=O)CC(=O)Nc1ccc(Cl)c(Cl)c1)c1ccccc1 returned OPRM1-OPRD1 ag -2.2, PKA-R2B act -7, MOR-DOR inv ag 11, SUMO Mot1 rescue 0, phage Ecoli inh 4.6, Tat transport 30, PfHsp90 yeast 2 5, HTR5A inv ctr 1, Ecoli viability 2.7, AddAB inh 0.2 and PKA-R1A act -11.
For COc1ccc(-n2c(C)nn(CC3CC3)c2=O)cc1 the results were OPRM1-OPRD1 ag -0.5, PKA-R2B act -2, MOR-DOR inv ag 2, phage Ecoli inh -0.3, Tat transport 4, PfHsp90 yeast 2 6, HTR5A inv ctr -2 and PKA-R1A act -1.
`Cc1[nH]c(=O)[nH]c(=O)c1S(=O)(=O)N1CCCC(C(=O)NCc2ccco2)C1` (stereo not drawn) gave OPRM1-OPRD1 ag 0.6, PKA-R2B act 6, MOR-DOR inv ag -3, SUMO Mot1 rescue 6, phage Ecoli inh 3.0, Tat transport 4, PfHsp90 yeast 2 -29, HTR5A inv ctr 12, Ecoli viability 1.4, AddAB inh 2.1 and PKA-R1A act -5.
`O=C(NCCc1ccc(Cl)cc1)C1CCCO1` (stereo not drawn) gave OPRM1-OPRD1 ag -2.1, PKA-R2B act 1, MOR-DOR inv ag 10, SUMO Mot1 rescue -3, phage Ecoli inh 1.4, Tat transport -7, PfHsp90 yeast 2 16, HTR5A inv ctr -3, Ecoli viability 0.1, AddAB inh 0.5 and PKA-R1A act -3.
`CN(CC(=O)Nc1ccc(N2CCOCC2)cc1)CC(=O)Nc1ccc(C(F)(F)F)cc1` gave OPRM1-OPRD1 ag 2.4, PKA-R2B act -3, MOR-DOR inv ag -12, SUMO Mot1 rescue 11, phage Ecoli inh 3.7, Tat transport 1, HTR5A inv ctr 4, Ecoli viability 1.5, AddAB inh -0.7 and PKA-R1A act -5.
`COc1ccc(N2CCN(Cc3cc4c(cc3Br)OCCO4)CC2)cc1` gave OPRM1-OPRD1 ag 2.3, PKA-R2B act 1, MOR-DOR inv ag -15, SUMO Mot1 rescue -5, phage Ecoli inh 1.6, Tat transport 6, PfHsp90 yeast 2 2, HTR5A inv ctr 18, Ecoli viability -2.3, AddAB inh 2.6 and PKA-R1A act -5.
COc1ccc(NC(=O)CN(C)S(=O)(=O)c2ccc(Cl)cc2)c([N+](=O)[O-])c1 was read as OPRM1-OPRD1 ag -1.9, PKA-R2B act 0, MOR-DOR inv ag 10, SUMO Mot1 rescue 10, Tat transport -2, PfHsp90 yeast 2 3, HTR5A inv ctr 13, Ecoli viability 1.7, AddAB inh 1.1 and PKA-R1A act -3.
Screening CC(=O)c1ccc(S(=O)(=O)Nc2ccc(-c3cn4c(n3)SCC4)cc2)cc1 returned OPRM1-OPRD1 ag -5.3, PKA-R2B act 3, MOR-DOR inv ag 25, SUMO Mot1 rescue 34, phage Ecoli inh 0.9, Tat transport -7, PfHsp90 yeast 2 -13, HTR5A inv ctr 8, Ecoli viability -0.3, AddAB inh -5.2 and PKA-R1A act -4.
`CC(=O)c1c(-c2ccccc2)[nH]c2ccccc12` gave OPRM1-OPRD1 ag 0.2, PKA-R2B act 3, MOR-DOR inv ag -1, SUMO Mot1 rescue -9, phage Ecoli inh 1.3, Tat transport 6, PfHsp90 yeast 2 13, HTR5A inv ctr -6, Ecoli viability -0.9, AddAB inh 1.8 and PKA-R1A act 2.
For CCNC(=O)C1CCCN(c2nc(C)cc(C)n2)C1 (stereo not drawn) the results were OPRM1-OPRD1 ag -1.3, PKA-R2B act 4, MOR-DOR inv ag 6, SUMO Mot1 rescue 13, phage Ecoli inh 2.9, Tat transport -3, PfHsp90 yeast 2 0, HTR5A inv ctr 8, Ecoli viability 1.8, AddAB inh 2.3 and PKA-R1A act -4.
Screening Cn1c(=O)c([N+](=O)[O-])c(NCCc2ccccc2)c2ccccc21 returned OPRM1-OPRD1 ag -2.7, PKA-R2B act 9, MOR-DOR inv ag 14, SUMO Mot1 rescue -6, phage Ecoli inh 2.8, Tat transport -5, PfHsp90 yeast 2 -7, HTR5A inv ctr -1, Ecoli viability 0.5, AddAB inh 2.5 and PKA-R1A act 12.
For O=C(COC(=O)c1ccccc1)NC12CC3CC(CC(C3)C1)C2 the results were OPRM1-OPRD1 ag -1.4, PKA-R2B act 0, MOR-DOR inv ag 6, SUMO Mot1 rescue -3, phage Ecoli inh 1.5, Tat transport 4, PfHsp90 yeast 2 -25, HTR5A inv ctr 3, Ecoli viability 1.6, AddAB inh 1.4 and PKA-R1A act 8.
Screening Cc1ccc(NC(=O)C2CC2)cc1S(=O)(=O)N1CCOCC1 returned OPRM1-OPRD1 ag -4.2, PKA-R2B act 7, MOR-DOR inv ag 22, SUMO Mot1 rescue 3, phage Ecoli inh -1.0, Tat transport -1, HTR5A inv ctr -8, Ecoli viability 0.8, AddAB inh 2.4 and PKA-R1A act 7.
Screening CCOc1ccc(C2=[N+]([O-])C(C)(C)N(O)C2(C)C)cc1 returned OPRM1-OPRD1 ag -3.9, PKA-R2B act -12, MOR-DOR inv ag 23, SUMO Mot1 rescue -15, phage Ecoli inh 2.0, Tat transport 9, PfHsp90 yeast 2 4, HTR5A inv ctr 25, Ecoli viability -0.2, AddAB inh 0.8 and PKA-R1A act 3.
O=C1CCC[C@@H]2C[C@@]3(C[C@@H]4CCN1[C@H]24)Nc1cc(Cl)ccc1NC3=NC1CCCCC1 was read as OPRM1-OPRD1 ag 0.5, PKA-R2B act 11, MOR-DOR inv ag -3, phage Ecoli inh 4.0, Tat transport 5, PfHsp90 yeast 2 -7, HTR5A inv ctr -17 and PKA-R1A act 8.
CC(C)CC1(C)NC(=O)N(Cc2cc([N+](=O)[O-])cc3c2OCOC3)C1=O (stereo not drawn) was read as OPRM1-OPRD1 ag -2.4, PKA-R2B act -16, MOR-DOR inv ag 13, SUMO Mot1 rescue -4, phage Ecoli inh 3.4, Tat transport -13, PfHsp90 yeast 2 14, HTR5A inv ctr 2, Ecoli viability -0.6, AddAB inh -0.5 and PKA-R1A act -1.
CC1CCCCN1S(=O)(=O)c1ccc(C(=O)Nc2nnc(-c3ccccn3)o2)cc1 (stereo not drawn) was read as OPRM1-OPRD1 ag -2.4, PKA-R2B act -1, MOR-DOR inv ag 16, SUMO Mot1 rescue 132, phage Ecoli inh -0.7, Tat transport 1, PfHsp90 yeast 2 13, HTR5A inv ctr -6, Ecoli viability -1.6, AddAB inh 1.2 and PKA-R1A act -5.
For O=C(Nc1ccc(O)c(-c2nc3ccccc3o2)c1)C1(c2ccccc2)CCCC1 the results were OPRM1-OPRD1 ag 0.3, PKA-R2B act 13, MOR-DOR inv ag -2, SUMO Mot1 rescue -1, Tat transport 5, HTR5A inv ctr -15, Ecoli viability 1.8, AddAB inh 5.3 and PKA-R1A act 14.
CCOC(=O)c1nc2sc(C)c(C)c2c(=O)[nH]1 was read as OPRM1-OPRD1 ag 0.6, PKA-R2B act 8, MOR-DOR inv ag -3, SUMO Mot1 rescue 164, phage Ecoli inh 1.9, Tat transport -2, HTR5A inv ctr 6, Ecoli viability -0.6, AddAB inh 1.3 and PKA-R1A act -24.
`O=C(CSc1ccc(-c2ccco2)nn1)NCc1ccccc1` gave OPRM1-OPRD1 ag -2.8, PKA-R2B act 5, MOR-DOR inv ag 15, SUMO Mot1 rescue -6, phage Ecoli inh 2.1, Tat transport -1, PfHsp90 yeast 2 6, HTR5A inv ctr -11, Ecoli viability -1.1, AddAB inh 1.4 and PKA-R1A act 3.
Screening CCCc1cc(C(=O)Nc2ccccc2SC)no1 returned OPRM1-OPRD1 ag 3.3, PKA-R2B act -11, MOR-DOR inv ag -18, SUMO Mot1 rescue 11, phage Ecoli inh 2.6, Tat transport -6, PfHsp90 yeast 2 4, HTR5A inv ctr -11, Ecoli viability 91*, AddAB inh 98* and PKA-R1A act -8.
O=C1CN(C(=O)COC(=O)c2cccc(S(=O)(=O)NCc3ccccc3)c2)c2ccccc2N1 was read as OPRM1-OPRD1 ag -3.9, PKA-R2B act -11, MOR-DOR inv ag 20, SUMO Mot1 rescue 554*, phage Ecoli inh 1.4, Tat transport -4, PfHsp90 yeast 2 -13, HTR5A inv ctr 7, Ecoli viability 1.7, AddAB inh 1.6 and PKA-R1A act -8.
CCOC(=O)C1(Cc2ccc(OC)cc2)CCN(C(=O)c2cc(C)on2)CC1 was read as OPRM1-OPRD1 ag -1.9, PKA-R2B act 0, MOR-DOR inv ag 10, SUMO Mot1 rescue -7, phage Ecoli inh 3.3, Tat transport -1, PfHsp90 yeast 2 11, HTR5A inv ctr -20, Ecoli viability -1.0, AddAB inh 2.7 and PKA-R1A act 11.
CC(SC1=Nc2ccccc2C2CC=NN12)C(=O)NC1(C#N)CCCCC1 (stereo not drawn) was read as OPRM1-OPRD1 ag 0.0, PKA-R2B act 2, MOR-DOR inv ag 0, SUMO Mot1 rescue 23, phage Ecoli inh 1.8, Tat transport 1, PfHsp90 yeast 2 6, HTR5A inv ctr -2, Ecoli viability 2.4, AddAB inh 2.0 and PKA-R1A act 4.
